Assay outcomes deposited in PubChem by The Scripps Research Institute Molecular Screening Center.
Pf gametocyte – late stage P. falciparum gametocyte viability inhibitors, primary screen, ATP luminescence, HTS; P. falciparum stage V gametocytes, 24 h; inhibition, % at 10.9 µM; 150,000 compounds, 0.065% hits; AID 743093, 2013;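 active = inhibition above the mean plus 3 SD of compounds within the control limits, set per campaign, cut at about 38% in these data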;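 also: 0% = DMSO wells and 100% = medium only without gametocytes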
An asterisk follows results filed as active.

SMILES	Pf gametocyte
COc1ccc(CCNC(=O)CCc2ccccc2)cc1OC	4
CCN1C[C@@H]2[C@@H]3C(=O)N(Cc4ccccc4)C(=O)[C@@H]3[C@](Cc3ccccc3)(C1=O)N2C(=O)c1ccc(Br)cc1	-31
N/C(=N\OC(=O)c1ccc(Cl)c([N+](=O)[O-])c1)c1ccccc1	15
O=C(Oc1ccc2ccc(=O)oc2c1)c1ccc([N+](=O)[O-])cc1	9
O=C(NCc1ccccc1)C1=C[C@@H](c2ccc3c(c2)OCO3)C[C@@H](OCc2ccc(CO)cc2)O1	15
Fc1ccc2cc(CCO[C@H]3CCCCO3)ncc2c1	-74
COc1ccc(O)c(/C=N/c2nc3ccccc3n2C)c1	15
COc1ccc(-c2c(C#N)c(N)nc3c2CCCC3)cc1OC	7
CNC(=O)[C@@H]1C[C@H]1[C@@H](NC(=O)CNC(=O)OCc1ccccc1)c1ccccc1	-41
CN1CCN(C(=O)c2cc([N+](=O)[O-])ccc2Cl)CC1	3
CCCCNc1c(-c2cccc(-c3cc(C(C)=O)cs3)c2)nc2ccc(C)cn12	21
COc1cc(C2(c3ccc(O)c(OC)c3)C(=O)Nc3c(C)cc(Br)cc32)ccc1O	-3
COc1ccccc1N(Cc1cc2ccc(C)cc2[nH]c1=O)C(C)=O	-5
CCCCC(=O)N1CCN(c2nc(-c3ccc(F)cc3)cs2)CC1	6
Cc1ccc(-c2cc(C(=O)Nc3cc(C)ccc3O)no2)cc1	-1

Reprinted from the part before: 5 compounds; new compounds follow.
SMILES	Pf gametocyte
CCCCNc1c(-c2cccc(-c3cc(C(C)=O)cs3)c2)nc2ccc(C)cn12	21
COc1cc(C2(c3ccc(O)c(OC)c3)C(=O)Nc3c(C)cc(Br)cc32)ccc1O	-3
COc1ccccc1N(Cc1cc2ccc(C)cc2[nH]c1=O)C(C)=O	-5
CCCCC(=O)N1CCN(c2nc(-c3ccc(F)cc3)cs2)CC1	6
Cc1ccc(-c2cc(C(=O)Nc3cc(C)ccc3O)no2)cc1	-1
COCCCn1c(=O)c2sccc2n(Cc2ccc(C)cc2)c1=O	30
CCOc1ccccc1NS(=O)(=O)c1ccc2oc(=O)ccc2c1	0
CCOc1ccc2nc(NC(=O)CN3CCN(CC)CC3)sc2c1	-5
COc1cc(OC)cc(-c2c(C#Cc3ccsc3)c3cc(-c4ccc(C(N)=O)cc4)ccc3n2C)c1	6
COc1ccc(NC(=O)c2cc3ccccc3oc2=O)c(OC)c1	9
COc1ccc(C(=O)NC(=S)NNC(=O)c2ccc(C)cc2)cc1	15
CC(NC(=O)c1ccc2ccccc2n1)c1ccccc1 (stereo not drawn)	2
CCCN1CCC(=O)N([C@H](CN=[N+]=[N-])Cc2ccccc2)CC1	5
N#Cc1ccc(C(=O)OCCCc2cc3ccccc3c(=O)o2)cc1	-18
COc1cccc(NC(=O)C2CC2)c1	15
O=[N+]([O-])c1cc([N+](=O)[O-])c(Oc2ccc(Cl)c3cccnc23)cc1NN1CCCCC1	-115
CC(C)(C)NC(=O)[C@]1(C)CCC[C@@]2(C)C3CC[C@@]4(C)C[C@]3(CCC21)CC4=O (stereo partly drawn)	-8
CC(O)CNc1nc2c(c(=O)n(Cc3ccc(Cl)cc3)c(=O)n2C)n1C (stereo not drawn)	8
CC(=O)Nc1ccc(NC(=O)CSc2nnc(CC(C)O)n2-c2ccccc2)cc1 (stereo not drawn)	22
CCOC(=O)C1=C(C)N=c2s/c(=C\c3ccc(OCC(=O)O)cc3)c(=O)n2C1c1ccccc1 (stereo not drawn)	15
COCC(C)(C)COS(N)(=O)=O	23
O=C(Nc1cccc(NC(=O)c2ccccc2Cl)c1)c1cccs1	-32
Cc1nc2ccc([N+](=O)[O-])cc2c(=O)n1Cc1cccc(Br)c1	13
Nc1ccc(S(=O)(=O)Nc2ccc(C(=O)c3ccccc3)cc2)cc1	18
COc1cc(C#Cc2c(-c3cncn3C)n(C)c3ccc(-c4ccc5cc[nH]c5c4)cc23)cc(OC)c1	-5
CCN1C(=NCCOC)N[C@@H](c2ccccc2)[C@H](C(=O)OC)[C@H]1C	11
Cc1ccc(C(=O)Nc2ccccc2C(=O)Nc2ccccn2)cc1Cl	-10
CCN(CC)Cc1c(O)ccc2c(=O)c(-c3ccccc3)coc12	8
CC(C)OCCCNC(=S)N1CCC(C(=O)c2ccc(Cl)cc2)CC1	8
CC(Nc1nc(=S)nc(Nc2ccc(F)cc2)[nH]1)c1ccccc1 (stereo not drawn)	12
CCc1ccccc1N(CC(=O)NC(C)c1ccccc1)S(C)(=O)=O (stereo not drawn)	-8
COc1ccc(C(=O)NC2CCN(S(=O)(=O)c3ccccc3)CC2)cc1	0
COc1ccc(-c2cc3cc(OC)c(OC)cc3cn2)cc1	11
CC[C@@]12C(=O)N(c3cccc(C)c3)C(=O)N1[C@H](c1ccc(Br)cc1)[C@@H]1C(=O)N(C(C)(C)C)C(=O)[C@@H]12	11
CCOc1ccc2nc(NC(=O)c3ccco3)sc2c1	27

Structures listed so far that contain a nitro group on carbon, in the order listed:
SMILES	Pf gametocyte
N/C(=N\OC(=O)c1ccc(Cl)c([N+](=O)[O-])c1)c1ccccc1	15
O=C(Oc1ccc2ccc(=O)oc2c1)c1ccc([N+](=O)[O-])cc1	9
CN1CCN(C(=O)c2cc([N+](=O)[O-])ccc2Cl)CC1	3
O=[N+]([O-])c1cc([N+](=O)[O-])c(Oc2ccc(Cl)c3cccnc23)cc1NN1CCCCC1	-115
Cc1nc2ccc([N+](=O)[O-])cc2c(=O)n1Cc1cccc(Br)c1	13

Following part
SMILES	Pf gametocyte
N#CCCN1CCC(NC(=O)OCc2ccccc2)CCC1=O (stereo not drawn)	-17
Nc1ccccc1N1C(=O)c2cccc3cccc(c23)C1=O	0
CC(C)c1ccc(C(C)NC(=O)C2CCCC2)cc1 (stereo not drawn)	-2
CC(C)=CC1C(C(=O)NCCc2ccccc2)C1(C)C (stereo not drawn)	8
Cc1ccc(-c2nnnn2-c2ccccc2C(=O)O)cc1	11
COc1ccc(NC(=O)Nc2ccc(O)c3ccccc23)cc1	-28
COc1ccc(C(=O)Nc2cccnc2Cl)cc1OC	-10
CCC1Nc2ncnc(N3CCN(c4ccccn4)CC3)c2N(Cc2ccc(Br)cc2)C1=O (stereo not drawn)	-3
Cc1nnc(SCCn2c(N3CCCCC3)nc3c2c(=O)n(C)c(=O)n3C)s1	-12
COc1cc(C(=O)OC(C)CN2C(C)CCCC2C)cc(OC)c1OC (stereo not drawn)	4
COCCNC(=O)c1ccc(C2SCC(=O)N2CCc2ccccc2)cc1 (stereo not drawn)	0
O=C(Nc1ccc(N2CCCC2)cc1)c1cccc(Cl)c1Cl	-7
Cc1cc(Br)ccc1NC(=O)C1C2CCC(O2)C1C(=O)O (stereo not drawn)	-7
CC1(C)Cc2c(sc3c2c(=N)n(Cc2ccco2)c(=O)n3CC(=O)Nc2ccc(Cl)cc2)CO1	5
OCCN1CCN(CC/C=C2/c3ccccc3CSc3ccccc32)CC1	18
CCC(C(=O)OC)n1cnc2scc(-c3ccc(C)cc3)c2c1=O (stereo not drawn)	-2
COc1ccc(NC(=O)c2cc3cc(C)ccc3n2C)c(OC)c1	-10
O=c1ccc2cc(S(=O)(=O)Nc3ccccc3F)ccc2o1	-3
Cc1cccc(C(=O)NNC(=O)c2ccccc2Br)c1	13
COc1ccc(C(=O)NC(=S)NNC(=O)c2ccccc2C)cc1	2
C=CCN1C(=O)CSC1=Nc1ccc(C(=O)O)cc1	2
CCCCN1C(N)=NC[C@@H]1Cc1ccccc1	5
Fc1ccc(OCCCn2ccnc2)cc1	16
CC(C)(C)OC(=O)[C@H](Cc1ccccc1)NC(=O)c1nc[nH]c1C(=O)N1CCN(c2ccccc2)CC1	-7
CCc1nc2ccccc2c(C(=O)Nc2ccc(F)cc2)c1C	0
COc1ccc(/C=N/NC(=O)CCC(=O)Nc2ccc(F)cc2)c(OC)c1	-16
COc1ccc(CCN2CCCC(CN(C)Cc3cccc(OC)c3)C2)cc1 (stereo not drawn)	-1
CC1CCc2cc(F)ccc2N1C(=O)c1cccnc1 (stereo not drawn)	6
CCc1cc2c(Nc3ccc(O)cc3)nc(C)nc2s1	-7
O=C(NC(=S)Nc1ccc(Cl)cc1)c1cncc(Br)c1	13
CC(=O)Nc1ccc(S(=O)(=O)N[C@@H](C)C(=O)N2CCN(c3ccccn3)CC2)cc1	15
Cc1cccc(N(CC(=O)N2CCc3ccccc3C2)S(C)(=O)=O)c1C	-8
C=CCNc1cc(=O)n(Cc2ccccc2)c(=O)[nH]1	11
CCOc1ccc(NC(=S)NC(=O)c2cncc(Br)c2)cc1	2
CCOc1ccc(N(CC(=O)Nc2cc(Cl)ccc2C)S(C)(=O)=O)cc1	-1
COc1ccc(CCNC(=O)Cc2ccc(Cl)cc2)cc1OC	-22
COc1ccc(CNc2nccs2)cc1	-13
C/C(=N/NC(=O)c1ccc(C(C)(C)C)cc1)c1cccnc1	16
Cc1ccc(CNC(=O)C2CCCC2)cc1	10
Cc1ccc(Nc2cccc(C(F)(F)F)c2)nn1	-21
O=C(Cc1ccc(Br)cc1)N1CCOCC1	-50
CCCCN(C)C(=O)C1CCN(Cc2cccc(OCc3ccccc3)c2)CC1	-3
CCN(CC)C1CC(=O)N(c2cccc(Cl)c2)C1=O (stereo not drawn)	4
O=c1[nH]c(/C=C\c2ccccc2F)nc(O)c1[N+](=O)[O-]	-6
CCOc1ccc(NC(=O)C2CCN(S(C)(=O)=O)CC2)cc1	17
COc1cc2cc(CCOC(=O)c3ccc(F)cc3)oc(=O)c2cc1OC	3
CC(C)(C)[C@@H]1CCC(=O)N(CC[C@H](N=[N+]=[N-])c2ccccc2)CC1	12
COC(=O)C[C@H]1c2cc(F)ccc2S(=O)(=O)N1C(C)C	-12
C[C@@H]1CN([C@H](C)CO)C(=O)c2cc(NC(=O)Cc3cn(C)c4ccccc34)ccc2O[C@H]1CN(C)S(=O)(=O)c1ccc(F)cc1	-7
O=C1OC[C@@H]2CCCN2C(=O)[C@H](CC(=O)N(CCO)Cc2ccccc2)C/C=C\C[C@H]1Cc1ccc(F)cc1	-9
C[C@@H]1CC[C@]2(C(=O)O)CC[C@]3(C)C(=CCC4[C@@]5(C)CC[C@H](O)[C@@](C)(C(=O)O)C5CC[C@]43C)C2[C@]1(C)O (stereo partly drawn)	-23
COc1cc(C)ccc1OCCCOc1cc(C)ccc1Cl	20
O=C(Nc1ccc(Nc2ccccc2)cc1)c1ccc(Cl)cc1	6
COCCn1c(=O)[nH]c2cc(C(=O)N3CCN(Cc4ccc5c(c4)OCO5)CC3)ccc2c1=O	18
COc1ccc2c3n([n+]([O-])c2c1)CCN=C3c1cc(Cl)c(N)c(Cl)c1	-12
COc1ccccc1CNC(=S)Nc1ccc(F)cc1	-18
COc1ccc(OCCN2CCOCC2)cc1	-1
Cc1cccc(OCC(O)CN2CCOCC2)c1 (stereo not drawn)	-31
O=c1c2ccccc2nc2sc(Nc3cccc(Cl)c3)nn12	8
Cn1c(=O)n(C)c2cc(NC(=O)COc3ccc(F)cc3)ccc21	-13

3 compounds drawn at random from those above:
SMILES	Pf gametocyte
COCCn1c(=O)[nH]c2cc(C(=O)N3CCN(Cc4ccc5c(c4)OCO5)CC3)ccc2c1=O	18
O=C1OC[C@@H]2CCCN2C(=O)[C@H](CC(=O)N(CCO)Cc2ccccc2)C/C=C\C[C@H]1Cc1ccc(F)cc1	-9
COC(=O)C[C@H]1c2cc(F)ccc2S(=O)(=O)N1C(C)C	-12

Continuation:
SMILES	Pf gametocyte
O=C(c1ccc([N+](=O)[O-])o1)N1CCN(Cc2ccccc2)CC1	27
Cc1csc(N2CCN(c3cc4c(cc3Cl)nc(-c3ccncc3)n4CCCN3CCCC3)CC2)n1	4
CN(Cc1ccccc1)C(=O)c1ccc(COc2ccccc2)cc1	-8
Nc1ncnc2c1C(c1ccccc1)c1c(ccc3ccccc13)O2 (stereo not drawn)	-35
COc1ccc(CN2CCC(C(N)=O)CC2)cc1OCc1ccccc1	8
O=C1NCCSC1c1ccccc1 (stereo not drawn)	15
O=C1N[C@H](Cc2ccccc2)COC(=O)[C@@H](Cc2ccc(F)cc2)C/C=C\C[C@H]1CC(=O)N(CCO)Cc1ccccc1	7
Oc1ccc(Cl)cc1CNCc1ccc(C(F)(F)F)cc1	-75
CCCNC(=O)CNC(=O)c1ccc(C#N)cc1	-15
CC[C@@]1(c2cccc(C)c2)C(=O)N(C(=O)OC)N1C(=O)OC	-14
CC(=O)c1ccc(N=Nc2c(C)[nH][nH]c2=O)cc1	4
CCCSc1ccc([C@@H]2[C@H]3C(=O)N(CC)C(=O)[C@H]3[C@]3(C(=O)OC)CCCCN23)cc1OC	-10
O=S(=O)(NCCN1CCCC1)c1ccc(Br)cc1	-12
C=CCOc1ccc(C(c2c(O)nc(SC)[nH]c2=O)c2c(O)nc(SC)[nH]c2=O)cc1	4
N#Cc1ccccc1S(=O)(=O)Nc1ccc2c(c1)OCCO2	6
O=C1C2CCCCN2C(=O)N1CCN1CCN(c2ccc(F)cc2)CC1 (stereo not drawn)	-36
CC(C)(C)OC(=O)N1CCN(C(=O)OCC2c3ccccc3-c3ccccc32)CC1C(=O)O (stereo not drawn)	18

3 compounds already listed, sorted by heavy-atom count, falling.
SMILES	Pf gametocyte
Cc1csc(N2CCN(c3cc4c(cc3Cl)nc(-c3ccncc3)n4CCCN3CCCC3)CC2)n1	4
COc1ccc(CN2CCC(C(N)=O)CC2)cc1OCc1ccccc1	8
CN(Cc1ccccc1)C(=O)c1ccc(COc2ccccc2)cc1	-8

Not all compounds are listed; rates above refer to the full screens.
